MC4R barr agon: human MC4R agonism via beta-arrestin; activation, % at 8.9 µM; P32245; 0.98% of 360,000 active; U2OS MC4R beta-arrestin complementation, luminescence; percent of melanotan II response, DMSO zero;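 active = activation above a per-plate cutoff, the mean activation of sample wells on that plate plus 3 SD, cut at about 8% in these data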
Vif imaging: blocks HIV Vif function; HEK293T cells, Vif self-association by quenched fluorescence, imaging, 24 h; inhibition, % at 7.49 µM; AID 602346; 0.35% of 340,000 active; in the data active = inhibition above about 50%, passing the limit was not always enough; note: some results filed as inactive read as strong as hits
CaV13 FRET inh: Disruptors of the CACNA1D IQ motif to Ca2+-dependent inactivation inhibitor domain association, primary screening, Förster resonance energy transfer in intact living …. HEK cells, CFP/YFP FRET ICDI-IQ, plate reader, 10 min; percent FRET-ratio fall versus neutral wells. inhibition, % at 12.3 µM. 0.098% of 340,000 active. AID 743397;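 active = mean replicate inhibition of at least 30% and at least 1% of replicates passing that level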;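 note: 0% = median of the neutral control wells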
ABCB6 inh 2: blocks the human ABCB6 transporter; Q9NP58; fluorescence ratio to DMSO, % at 10 µM; 0.19% of 360,000 active; K562-ABCB6 porphyrin accumulation, flow cytometry, 1 h; active compounds read low;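 active = fluorescence ratio to DMSO below 75%, the collection mean minus 3 SD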;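 note: signal is porphyrin accumulated inside mitochondria; 100% equals median channel fluorescence of DMSO control wells; lower ratio means ABCB6 inhibition with less porphyrin fluorescence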
Target sequence (Q9NP58 whole entry, looked up): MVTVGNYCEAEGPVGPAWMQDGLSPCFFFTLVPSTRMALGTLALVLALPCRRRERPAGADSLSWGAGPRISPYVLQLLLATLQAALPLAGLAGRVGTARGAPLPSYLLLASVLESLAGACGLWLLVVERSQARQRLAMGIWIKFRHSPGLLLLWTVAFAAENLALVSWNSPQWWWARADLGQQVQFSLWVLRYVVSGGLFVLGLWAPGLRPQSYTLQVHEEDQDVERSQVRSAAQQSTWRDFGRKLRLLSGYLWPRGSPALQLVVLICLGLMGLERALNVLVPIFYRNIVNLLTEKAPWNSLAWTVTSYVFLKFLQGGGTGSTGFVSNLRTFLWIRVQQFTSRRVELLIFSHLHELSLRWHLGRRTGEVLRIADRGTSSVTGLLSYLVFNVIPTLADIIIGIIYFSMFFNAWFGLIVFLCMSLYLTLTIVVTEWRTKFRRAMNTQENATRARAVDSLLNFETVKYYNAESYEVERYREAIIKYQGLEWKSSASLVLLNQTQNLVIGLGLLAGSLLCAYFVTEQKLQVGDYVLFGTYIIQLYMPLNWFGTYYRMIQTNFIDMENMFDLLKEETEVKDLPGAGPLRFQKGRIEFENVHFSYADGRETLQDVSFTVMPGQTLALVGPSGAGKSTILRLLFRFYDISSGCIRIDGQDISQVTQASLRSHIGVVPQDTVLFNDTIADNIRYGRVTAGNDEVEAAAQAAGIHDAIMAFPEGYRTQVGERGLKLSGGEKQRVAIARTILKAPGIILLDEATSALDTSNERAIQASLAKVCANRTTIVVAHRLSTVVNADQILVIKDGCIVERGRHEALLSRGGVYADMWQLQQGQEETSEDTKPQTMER
aDG glyco up: increases alpha dystroglycan glycosylation; Pro5-aDG cells, alpha-DG glycosylation AlphaScreen (IIH6); 0% Pro5, 100% B10-LARGE cell signal; activation, % at 10 µM; 0.22% of 360,000 active;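 active = activation of at least 8% versus controls, or a plate z-score of at least 8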;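 note: Pro5 are CHO cells carrying HIG-tagged alpha-DG that lacks glycosylation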
H9c2 protect: protects H9c2 cardiomyocytes from peroxide injury; protection from H2O2 cell death, % at 20 µM; H2O2 injury protection, ATPLite, 2 h; 0.63% of 360,000 active; AID 588492;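 active = compounds giving at least 50% protection of heart cells from peroxide-induced death in the single-dose screen, raw or plate-pattern-corrected value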;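 note: 0% = DMSO wells with peroxide and 100% = DMSO wells without peroxide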
Glyco luc inh: N-linked glycosylation inhibition; D54 ERlucT glycosylation luciferase reporter, 24 h; percent of 100 nM tunicamycin response; reporter increase, % at 12.5 µM; 0.23% of 360,000 active;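 active = mean luciferase reporter signal, scaled so untreated is 0 and the glycosylation-blocking control 100, at or above a set limit in every replicate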;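 note: luciferase carries N-glycosylation sites so blocking glycosylation raises the light; 0% = median of neutral control wells and 100% = median of 100 nM tunicamycin wells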
HTR2A ag: agonists of mouse serotonin 5-HT2A receptor (HTR2A); P35363; CHO-K1 mHTR2A beta-arrestin complementation, luminescence; percent of 30 µM serotonin response; activation, % at 7.6 µM; 0.66% of 360,000 active; AID 624169;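 active = activation above a run cutoff, the mean activation of all tested compounds plus 3 SD, cut at about 14% in these data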;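 note: 0% = plate median of compound wells and 100% = 30 µM serotonin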
MC4R antagonist: antagonists of human melanocortin 4 receptor (MC4R); 0.48% of 360,000 active; MC4R-expressing cells, MTII-stimulated cAMP, LANCE TR-FRET; P32245; inhibition, % at 6.5 µM; AID 540295;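 active = inhibition above its plate's cutoff, the mean of tested wells on that plate plus 3 SD, cut at about 29% in these data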;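 note: 0% = Melanotan II alone and 100% = Melanotan II plus saturating MCL0020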
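system = U2OS cells with stable human MC4R expression | also added = Melanotan II challenge after compound preincubation | dosing = one concentration, 6.5 µM nominal | incubation = compound 30 min, challenge 1 h, detection 1 h | measured by = TR-FRET with Eu-cAMP and labeled anti-cAMP, 671 nm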
PDI inh: blocks human protein disulfide isomerase activity. P07237. PDI insulin aggregation turbidity, A650, 90 min. inhibition, % at 10 µM. 0.052% of 350,000 active;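 active = mean inhibition across replicates of 30% or more, whatever share of single replicates reach that level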;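 note: absorbance from insulin aggregation driven by PDI reduction with DTT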
* = called active by the depositor; . = no result given.

nr | structure | MC4R barr agon | PDI inh | Glyco luc inh | HTR2A ag | ABCB6 inh 2
1 | Cc1ccc(-n2nnnc2CNC(=O)C2CC(=O)N(c3ccccc3)C2)cc1C (stereo not drawn) | -2.1 | 9 | 2 | 2 | 95
2 | COc1cccc(CNC(=O)Cn2nc(-c3ccc(Cl)cc3)ccc2=O)c1 | -1.8 | -5 | 3 | -1 | 99
3 | CCSc1nsc(NC(=O)Nc2ccccc2Cl)n1 | 3.8 | -6 | 0 | -2 | 92
4 | Cc1nnc(SCC(=O)N2c3ccccc3Sc3ccccc32)n1N | -0.2 | -3 | 2 | 0 | 98
5 | COCCn1c(SCC(=O)NCc2cccs2)nnc1-c1ccc(OC)cc1 | 0.4 | 5 | 1 | 0 | 99
6 | Cc1ccc(S(=O)(=O)NC2CCC(C(=O)O)CC2)cc1 (stereo not drawn) | 2.9 | -2 | 0 | -3 | 100
7 | CCCCC(=O)N(C)c1c(CC)nc2c(OCC(=O)c3ccc(F)cc3)cccn12 | -1.4 | -1 | 0 | 0 | 96
8 | Cc1cn2c(nc1=O)OC1C(O)C(COC(=O)c3ccccc3)OC12 (stereo not drawn) | 1.3 | 3 | 1 | -3 | 97
9 | CN(C)Cc1nc2c(c(=O)[nH]1)C1(CCCCC1)Cc1ccccc1-2 | 2.9 | 1 | 2 | 4 | 97
10 | O=[N+]([O-])c1cccc(-c2c(-c3ccccc3)ncc3ccc(F)cc23)c1 | -0.7 | -1 | 0 | 0 | 101
11 | O=C(CCS(=O)(=O)c1ccccc1)N1CCN(c2ccc(F)cc2)CC1 | -1.2 | -2 | -2 | -6 | 104
12 | Fc1ccc(-c2csc3ncnc(Cl)c23)cc1 | 3.2 | 4 | -1 | -3 | 101
13 | CC(C)CC(=O)N(c1ccc(F)cc1)C1C=CS(=O)(=O)C1 (stereo not drawn) | -0.8 | -4 | 1 | -1 | 99
14 | Cc1ccc(OCC(=O)Nc2nnc(S(=O)(=O)N3CCC(C)CC3)s2)cc1 | 2.8 | -6 | 0 | 0 | 96
15 | COc1c(F)c(F)c(C(=O)Nc2cccc(Cl)c2N2CCOCC2)c(F)c1F | -0.4 | -6 | -3 | 1 | 97

nr | H9c2 protect | aDG glyco up | Vif imaging | CaV13 FRET inh | MC4R antagonist
1 | 6 | 0.0 | -2 | -5 | -6
2 | 2 | -0.2 | 7 | -6 | -4
3 | -15 | 0.2 | -8 | -3 | 10
4 | 0 | 0.0 | . | -10 | 2
5 | 0 | 0.0 | -2 | -7 | 5
6 | 5 | -0.7 | 2 | -5 | 6
7 | 4 | 0.0 | 6 | -17 | 1
8 | 4 | -0.3 | -8 | -7 | 10
9 | 3 | 0.1 | 4 | -10 | 6
10 | -6 | 0.0 | -11 | -5 | -3
11 | 2 | 0.2 | 3 | -3 | 5
12 | 8 | 1.8 | 8 | -3 | 13
13 | 2 | 0.1 | 3 | -7 | 8
14 | 6 | 0.4 | 4 | -15 | 8
15 | 27 | -0.4 | -13 | 0 | 1

Next part:
nr | structure | MC4R barr agon | PDI inh | Glyco luc inh | HTR2A ag | ABCB6 inh 2
16 | ClC1=C(Cl)C(Cl)=C(Cl)C1=C/C=C/c1ccccc1 | -3.0 | -4 | -9 | -3 | 90
17 | CCOC(=O)COc1ccc(S(=O)(=O)N2CCN(C(=O)OCC)CC2)cc1 | -1.1 | -2 | -1 | 2 | 103
18 | Cc1[nH]c2ccccc2c1C(=O)CSCC(=O)O | -1.1 | -6 | 1 | -2 | 98
19 | Cn1c(CNC(=O)CNS(=O)(=O)c2ccc(Cl)cc2)cc(=O)n(C)c1=O | 3.0 | 9 | 1 | -2 | 98
20 | COc1cc2c(cc1OC)C(c1ccccc1[N+](=O)[O-])=NCC2 | . | . | -3 | -3 | 96
21 | O=c1cc(-c2ccc(O)cc2)oc2ccccc12 | 0.5 | . | 6 | -3 | 100
22 | Clc1ccccc1CSc1cnnc2ccccc12 | 0.7 | -9 | -8 | -6 | 95
23 | CCCn1c(SCC(=O)NCc2ccccc2)nnc1-c1ccncc1 | 0.5 | 22 | 2 | 2 | 90
24 | CCOc1ccc(CNC(=O)CCCn2ccc3cc(S(=O)(=O)N4CCCC4)ccc32)cc1 | -1.3 | 2 | -3 | 2 | 121
25 | CC(C)CCNC(=O)C1CC2Cn3c(nc4cc(Cl)c(Cl)cc43)C2N1C (stereo not drawn) | -0.7 | -3 | 6 | 1 | 96
26 | C=CCN1C(=O)/C(=c2\sc3nc(=O)c(Cc4ccccc4Cl)nn3c2=O)c2ccccc21 | -0.9 | -3 | 1 | -1 | 103
27 | Cn1c(SCc2cccc([N+](=O)[O-])c2)nc2c(c1=O)SCC2 | -0.4 | 3 | -7 | -2 | 95
28 | CNc1cncc(-c2c(OC)cccc2OC)n1 | 1.1 | -76 | 4 | -1 | 100
29 | CN(Cc1ccccc1)c1ccc2nnc(-c3ccccc3)n2n1 | -0.1 | 3 | 5 | 1 | 96
30 | COc1ccc(NC(=O)CCNS(=O)(=O)c2cc(Br)ccc2Br)cc1S(N)(=O)=O | -0.2 | 4 | 3 | -10 | 88

nr | H9c2 protect | aDG glyco up | Vif imaging | CaV13 FRET inh | MC4R antagonist
16 | -10 | -0.5 | 3 | -5 | -4
17 | 19 | -0.1 | 17 | -7 | 3
18 | -1 | 0.3 | -6 | . | -4
19 | 1 | 0.0 | 0 | -3 | 19
20 | -5 | -0.1 | 1 | -10 | .
21 | 22 | 0.1 | 2 | . | -27
22 | 16 | -0.4 | 13 | -6 | 7
23 | 8 | 0.1 | . | -4 | 6
24 | -2 | -0.1 | 0 | -3 | 17
25 | -1 | 0.1 | -7 | -9 | 9
26 | -4 | 0.1 | -15 | -5 | 9
27 | -27 | 0.8 | -13 | 1 | 7
28 | 3 | 0.1 | -13 | -4 | 20
29 | -18 | 2.6 | 0 | -7 | -22
30 | 1 | 0.0 | 1 | -4 | 9

Complete entries, looked up by structure.
Entry for CC(C)CCNC(=O)C1CC2Cn3c(nc4cc(Cl)c(Cl)cc43)C2N1C (stereo not drawn) = MC4R barr agon = -0.7; PDI inh = -3; Glyco luc inh = 6; HTR2A ag = 1; ABCB6 inh 2 = 96; H9c2 protect = -1; aDG glyco up = 0.1; Vif imaging = -7; CaV13 FRET inh = -9; MC4R antagonist = 9
Entry for CCCn1c(SCC(=O)NCc2ccccc2)nnc1-c1ccncc1 = MC4R barr agon = 0.5; PDI inh = 22; Glyco luc inh = 2; HTR2A ag = 2; ABCB6 inh 2 = 90; H9c2 protect = 8; aDG glyco up = 0.1; Vif imaging = .; CaV13 FRET inh = -4; MC4R antagonist = 6
Entry for C=CCN1C(=O)/C(=c2\sc3nc(=O)c(Cc4ccccc4Cl)nn3c2=O)c2ccccc21 = MC4R barr agon = -0.9; PDI inh = -3; Glyco luc inh = 1; HTR2A ag = -1; ABCB6 inh 2 = 103; H9c2 protect = -4; aDG glyco up = 0.1; Vif imaging = -15; CaV13 FRET inh = -5; MC4R antagonist = 9

(continued)
nr | structure | MC4R barr agon | PDI inh | Glyco luc inh | HTR2A ag | ABCB6 inh 2
31 | CCC(=O)N1Cc2cc(C(=O)Nc3nccs3)nc(-c3cccc(-c4ccccc4OC)c3)c2[C@@H]1CCO | . | . | . | 10 | 94
32 | COc1ccc(-c2nc(CN(C)C(C)c3ccon3)c(C)o2)c(C)c1C (stereo not drawn) | -0.6 | -1 | 0 | 0 | 102
33 | CCOC(=O)[C@@H]1[C@H]2COc3ccc(Br)cc3[C@@H]2N2C(=O)N(c3ccc(C)cc3)C(=O)[C@]12C | -0.1 | -1 | -1 | 4 | 100
34 | COC(=O)C1=[N+]([O-])OC(C(=O)OC)C1c1c[nH]c2ccccc12 (stereo not drawn) | -0.5 | -7 | 2 | 4 | 95
35 | COc1cc(NS(C)(=O)=O)ccc1Nc1c2ccccc2nc2ccccc12 | -2.5 | 2 | -7 | 5 | 92
36 | c1ccc2oc(-c3[nH]ncc3CN3CCSCC3)cc2c1 | -3.2 | -7 | 3 | 4 | 99
37 | O=C1C2C3C=CC([C@@H]2C(=O)N1Cc1cccnc1)C31CC1 (stereo partly drawn) | -2.6 | -23 | 1 | -5 | 149
38 | CCCCN(C(=O)c1cccc(S(=O)(=O)N2CCN(C)CC2)c1)c1c(N)n(CC(C)C)c(=O)[nH]c1=O | 0.3 | 3 | 0 | -1 | 90
39 | Cc1nnc(SCC(=O)N2CC(C)OC(C)C2)n1-c1ccccc1 (stereo not drawn) | -1.0 | -4 | 2 | -5 | 99
40 | O=C(Nc1ccccc1Cl)c1ccccc1 | -1.0 | -11 | 0 | -3 | 94
41 | Cc1onc(-c2ccccc2)c1C(=O)OCC(=O)Nc1ccccc1Cl | 1.2 | -4 | -1 | -1 | 100
42 | Cc1ccc(SC(=O)COc2ccccc2C)cc1 | 4.2 | 2 | 3 | -3 | 146
43 | CC1CCCCC1NC(=O)CSc1nnc(-c2ccccc2)n1N (stereo not drawn) | -1.1 | 14 | 1 | 2 | 89
44 | NC(CC(=O)O)c1ccc(F)cc1 (stereo not drawn) | -2.3 | -5 | 1 | 5 | 91
45 | O=C(NC(=S)Nc1ccc(Cl)cn1)C12CC3CC(CC(C3)C1)C2 | 0.2 | -19 | 2 | 7 | 102

nr | H9c2 protect | aDG glyco up | Vif imaging | CaV13 FRET inh | MC4R antagonist
31 | . | -0.3 | . | -9 | .
32 | -2 | 0.4 | -4 | 0 | -3
33 | 2 | -0.2 | . | -4 | 0
34 | -5 | -0.1 | -3 | -8 | -2
35 | -42 | -0.1 | 16 | -4 | -10
36 | -3 | -0.1 | -9 | 0 | 0
37 | -4 | -0.1 | -12 | -5 | -2
38 | 5 | 0.0 | 1 | -6 | -3
39 | -1 | -0.1 | -7 | -7 | 9
40 | 2 | -0.1 | -8 | 0 | 11
41 | 1 | 0.2 | -1 | -5 | 6
42 | 19 | 0.1 | -9 | -2 | 16
43 | -4 | 0.5 | -3 | 0 | 1
44 | 2 | -0.1 | 0 | -6 | -2
45 | -14 | 0.0 | 4 | 4 | 12

The results go on:
nr | structure | MC4R barr agon | PDI inh | Glyco luc inh | HTR2A ag | ABCB6 inh 2
46 | Cc1ccc(S(=O)(=O)NCCC(=O)N2CCCC(C)C2)cc1 (stereo not drawn) | -2.1 | -6 | 2 | -11 | 90
47 | O=C(CCN1CCOCC1)NCc1ccccc1 | 0.4 | -27 | 3 | -4 | 100
48 | Cc1coc2c(C)c3oc(=O)c(CCC(=O)N[C@H](C(=O)O)C(C)C)c(C)c3cc12 | -1.1 | -1 | 0 | 6 | 102
49 | CCn1c(SCC(=O)OC(C)C)nnc1-c1ccccc1OC | -3.0 | -4 | 0 | -1 | 101
50 | COc1cc(CCCN2C(N)=NC[C@@H]2c2ccccc2)cc(OC)c1OC | -0.2 | 1 | 4 | 5 | 98

nr | H9c2 protect | aDG glyco up | Vif imaging | CaV13 FRET inh | MC4R antagonist
46 | 4 | -0.1 | 28 | -7 | 0
47 | 4 | 0.0 | 0 | -21 | 0
48 | 1 | 0.0 | 11 | -5 | -1
49 | 1 | -0.2 | -4 | 4 | -2
50 | 4 | 0.0 | 15 | . | -2

No enrichment for hits. About 3.6% of those tested had a hit in this group.
